Screening data deposited in PubChem by Sanford-Burnham Center for Chemical Genomics.
NR3A LBD binder: binders of NR3A ligand-binding domain, primary screen, biophysical, differential scanning fluorimetry, uHTS. Glutamate receptor ionotropic, NMDA 3A (GRIN3A) ligand-binding domain. NR3A LBD differential scanning fluorimetry, Tm shift; 0% = protein alone, 100% = glycine-bound protein. Tm shift relative to glycine control, % at 25 µM. hit rate 2.5% among 340,000;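 active means melting temperature shift of at least 10% of the positive control shift, at one fixed dose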
APJ ag: agonists of human apelin receptor APJ, primary screen, CHO-K1 cells, PathHunter beta-arrestin, luminescence; P35414; 0% DMSO wells, 100% apelin; activation, % at 20 µM; hit rate 0.11% among 330,000;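 active means activation more than six SD over the plate average, tested at 20 µM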;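 further: 0% = DMSO alone and 100% = apelin-13 at 10 nM; some results filed as inactive read as strong as hits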
Target sequence (P35414 whole entry, looked up): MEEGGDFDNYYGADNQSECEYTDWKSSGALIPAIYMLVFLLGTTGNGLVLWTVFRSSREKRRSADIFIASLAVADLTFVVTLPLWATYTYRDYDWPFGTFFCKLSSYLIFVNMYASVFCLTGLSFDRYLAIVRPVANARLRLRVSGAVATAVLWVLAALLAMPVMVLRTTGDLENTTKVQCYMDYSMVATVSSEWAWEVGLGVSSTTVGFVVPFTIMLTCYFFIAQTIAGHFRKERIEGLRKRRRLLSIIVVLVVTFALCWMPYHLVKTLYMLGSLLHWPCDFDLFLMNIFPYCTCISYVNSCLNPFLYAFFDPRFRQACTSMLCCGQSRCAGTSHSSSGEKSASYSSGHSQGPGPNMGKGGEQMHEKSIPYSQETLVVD
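Test system: CHO-K1 APJ beta-arrestin complementation cell line | Compound: Single test compound dose, 20 µM final, 1% DMSO | Incubation: Compound 90 min 25 °C, reagent 1 h | Measured by: beta-gal luminescence | Read-out basis: APJ–arrestin association signal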
TIM10 inh: growth inhibitors of isogenic TIM10 control yeast, primary screen, counter-screen for tim10-1 yeast inhibitor project, luminescence, uHTS; inhibition, % at 10 µM; S. cerevisiae TIM10 strain growth, BacTiter-Glo luminescence, 24 h; hit rate 1.4% among 330,000;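 active means inhibition of 40% or more at the single tested concentration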;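 further: wild-type TIM10 isogenic control strain grown at permissive 25 °C; 0% = DMSO yeast wells and 100% = minimal medium wells without yeast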
APJ antag: antagonists of human apelin receptor APJ, primary screen, CHO-K1 cells, beta-arrestin complementation, luminescence; P35414; inhibition, % at 20 µM; hit rate 0.32% among 330,000; AID 2521, 2010;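 active means inhibition above about 40% at 20 µM, limit read from the data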;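 further: cells challenged with 10 nM apelin-13 agonist together with compound; plate controls were apelin-13 plus DMSO wells for no effect and DMSO wells lacking apelin-13 for full effect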
tim10-1 inh: growth inhibitors of tim10-1 mutant yeast, primary screen, luminescence, uHTS. AID 463190, 2010. hit rate 2.2% among 330,000. S. cerevisiae tim10-1 ts strain growth, BacTiter-Glo, 24 h. inhibition, % at 20 µM;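 active means inhibition of at least 40%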;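 further: mutant grown at 25 °C; 0% = DMSO wells with yeast and 100% = wells holding no yeast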
MIN6 prolif: inducers of MIN6 beta-cell proliferation, primary screen, ATP luminescence, uHTS; MIN6 cells proliferation, ATPlite luminescence, 48 h; cells starved in 0.2% serum; 100% = growth in 10% serum; proliferation, % at 10 µM; hit rate 0.29% among 330,000; AID 2380, 2010;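 active means compounds whose signal lies at least 3.5 SD above the mean of all wells on their plate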;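 further: 0% = DMSO-treated cells in low-serum medium and 100% = 10% serum control; some compounds called inactive have numbers as strong as hits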
tim23-1 inh: growth inhibitors of tim23-1 mutant yeast, primary screen, luminescence, uHTS; inhibition, % at 20 µM; AID 463212, 2010; hit rate 1.3% among 330,000; S. cerevisiae tim23-1 growth, BacTiter-Glo luminescence, 24 h;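 active means growth inhibition of the mutant yeast at or above 50%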;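 further: temperature-sensitive mutant grown at 25 °C; plate controls were DMSO-treated mutant yeast for no effect and medium wells lacking yeast for full effect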
MPTP block: mitochondrial permeability transition pore inhibitors, primary screen, biochemical, isolated mouse mitochondria, absorbance | Ca2+ swelling absorbance, 30 min | inhibition, % at 10 µM | hit rate 1.4% among 360,000 | AID 602449, 2012;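 active means inhibition of 50% or more, scaled per plate between neutral and stimulator controls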;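 further: 0% = DMSO wells given calcium and 100% = 1 mM EGTA wells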
NLRP3 yeast inh: NALP3 inflammasome inhibitors in reconstituted yeast, primary screen, luminescence, uHTS. inhibition, % at 10 µM. Yeast reconstituted NLRP3/ASC/caspase-1, beta-gal luminescence, 24 h. hit rate 0.39% among 330,000;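 active means inhibition of 50% or more; inactive means inhibition below 50%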;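 further: plate controls were induced DMSO wells for no effect and uninduced yeast grown without galactose for full effect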
The depositor's hits bear a star. The order is random; overall some 7.2% were active at least once.

SMILES | NR3A LBD binder | APJ ag | TIM10 inh | APJ antag | tim10-1 inh | MIN6 prolif | tim23-1 inh | MPTP block | NLRP3 yeast inh
COc1ccccc1-c1nn(-c2ccccc2)cc1C(=O)NC1CC1 | 2 | -2 | 1 | 9 | 14 | -2 | 11 | -1.0 | 23
O=C(Nc1cccc(F)c1)Nc1ccnn1C1CCN(C(=O)c2cscn2)CC1 | 1 | 0 | 9 | 8 | -4 | -3 | 11 | -0.3 | 7
O=C(c1ccncc1)N1c2ccccc2Sc2ccccc21 | -1 | -3 | 1 | 13 | -6 | -3 | 33 | 0.2 | 5
Cc1ccc(S(=O)(=O)N2CCOCC2)cc1C(=O)O | 1 | -6 | -14 | 17 | 7 | -2 | 25 | -0.4 | 10
CCOC(=O)C1(CCOc2ccccc2)CCN(Cc2ccc(COC)o2)CC1 | -1 | -5 | 6 | 7 | 10 | -2 | 4 | 61* | 5
O=C(Nc1ccc(C(=O)N2CCN(c3ccc(F)cc3)CC2)cc1)C1=CSCCO1 | 2 | -3 | 29 | 2 | 47* | -4 | 42 | -1.1 | 11
CCN(CC)S(=O)(=O)c1ccc(NC(=O)COC(=O)c2cc(S(=O)(=O)Nc3ccc(OC)cc3)ccc2O)cc1 | 21* | 0 | 21 | 5 | 12 | -3 | 6 | 17 | 6
CN(C(=O)c1cccc([N+](=O)[O-])c1)c1ccccc1C(=O)NCc1ccccc1 | -1 | -6 | -2 | 1 | 7 | -3 | -6 | -0.4 | 4
N#CCCN1CCN(C2=NC(=O)/C(=C\c3cccs3)S2)CC1 | 0 | 1 | -13 | 13 | -3 | -3 | 11 | -1.5 | 9
CC1=C(C(=O)Nc2ccccc2C)C(c2ccc(C)o2)NC(=S)N1 (centres undefined) | -2 | 1 | 4 | 1 | 18 | 0 | 21 | -0.2 | 9
Cc1cc([N+](=O)[O-])nn1CC(=O)c1ccccc1 | 0 | -3 | 4 | -23 | -2 | -2 | 8 | -0.1 | 22
CC1CCCCN1C(=O)c1ccc(NC(=O)c2ccccc2Cl)cc1 (centres undefined) | -1 | -3 | 20 | -4 | 20 | 0 | 20 | -4.8 | 5
CC(C)(C)n1cc(S(=O)(=O)c2ccccc2)[nH]c1=O | 5 | -1 | 10 | 1 | 0 | -4 | -4 | -0.7 | 6
Cc1ccc(S(=O)(=O)N(CCC(=O)N2CCOCC2)c2ccccc2)cc1 | 0 | 0 | -3 | 21 | -3 | 2 | 6 | -2.3 | 10
COc1cccc(C2C(C(=O)OCc3ccccc3)=C(C)Nc3ncnn32)c1OC (centres undefined) | -1 | -2 | 5 | -24 | 7 | 2 | -4 | -0.1 | 9
CCOC(=O)c1c(C)[nH]c(C(=O)OCC(=O)Nc2cc(Cl)ccc2OC)c1C | -5 | -3 | 13 | -3 | 18 | 0 | 8 | 2.4 | 7
O=C(CSC1=Nc2ccccc2C2CC=NN12)Nc1ccc(F)c(F)c1F (centres undefined) | -1 | -3 | 9 | -50 | 9 | -6 | 13 | 0.5 | 11
C=CCC[C@H](Cc1ccc(F)cc1)C(=O)OC[C@H](Cc1c[nH]c2ccccc12)NC(=O)[C@H](CC=C)CC(=O)N(CCO)Cc1ccccc1 | -3 | -3 | 2 | 11 | 6 | -6 | 15 | -0.8 | 6
CC(=O)Nc1cccc(OCCCNS(=O)(=O)c2ccc(C#N)cc2)c1 | 0 | -1 | 2 | 5 | 14 | -4 | 5 | -0.8 | -1
Cc1ccccc1NC(=O)CCN1C(=O)CSC1=O | -2 | -2 | 0 | 7 | -11 | -2 | 7 | -1.0 | 11
COc1ccc(NC(=O)CN(c2ccc([N+](=O)[O-])cc2)S(=O)(=O)c2ccccc2)cc1 | 4 | -5 | 14 | -10 | 19 | -2 | 29 | 6.6 | 14
O=C(OCCCOC(=O)c1ccc([N+](=O)[O-])o1)c1ccc([N+](=O)[O-])o1 | 2 | 16 | -22 | -100 | -18 | -6 | 18 | 0.1 | 30
COc1ccc(/C=C2\SC(=S)N(CCCC(=O)N3CCN(C)CC3)C2=O)cc1 | 0 | -5 | 20 | -18 | 16 | -1 | 25 | 0.0 | 23
Cc1cccc(N2CCC(N3CCN(C4CCCCC4)C(CCO)C3)CC2)c1C (centres undefined) | 1 | -1 | -1 | 11 | 1 | 0 | -12 | 5.1 | 22
Cc1cccc(OCc2nnc(SCC(=O)Nc3cc(C)on3)n2C)c1 | -1 | -4 | -11 | 22 | 9 | 1 | -3 | 0.3 | 0
O=C(c1ccc([N+](=O)[O-])s1)N1CCc2ccccc2C1 | 2 | 0 | 45* | -41 | 34 | -3 | 40 | -1.4 | 34
COc1ccc(C2CC(c3ccc(F)cc3)n3nc(NC(=O)c4ccco4)nc3N2)cc1 (centres undefined) | -2 | 1 | 6 | 8 | 1 | -1 | -3 | -0.3 | 15
Cc1[nH]n(C(N)=S)c(=O)c1N=Nc1cccc(C(F)(F)F)c1 | 6 | -7 | -6 | 18 | 11 | -3 | 13 | 5.0 | 13
CCOC(=O)c1ccc(N2CN(CCc3ccccc3)CNC2=S)cc1 | -2 | -3 | 15 | -26 | 29 | -1 | 23 | -0.6 | 26
Cn1c(=O)c(C#N)c(-c2ccc(F)cc2)c2cc(C(=O)c3cc(Cl)cc(Cl)c3O)cnc21 | 12* | -3 | 22 | 4 | 30 | -7 | 29 | 95* | 23
CC(C)(C)OC(=O)NCCCCCNC(=O)c1[nH]cnc1C(=O)Nc1ccc(Cl)cc1 | 0 | -2 | 20 | 3 | 22 | -7 | 37 | 0.3 | 19
O=C(CN1CCCN(Cc2ccc(F)cc2Cl)C1=O)NCc1ccccc1 | 0 | -5 | 5 | 4 | 15 | -3 | 9 | 0.7 | 2
CCc1sc(C(=O)N2CCN(c3ncccn3)CC2)cc1Br | -1 | -1 | 19 | 14 | 5 | 4 | 13 | -1.6 | 30
CCc1nnc(NC(=O)c2ccc(S(C)(=O)=O)cc2)s1 | 0 | -5 | 2 | 0 | -7 | -4 | -4 | 1.7 | 14
CCOC(=O)c1ccc(NC(=O)CCC(=O)OC)cc1 | -8 | 3 | -1 | 20 | 4 | -3 | 17 | -4.2 | 21
Cc1cccc2nc3ccccc3nc12 | 0 | -2 | 6 | 5 | -3 | 2 | 5 | 0.0 | -5
CC1CCCCC1NC(=O)CCN1C(=O)C2C3C=CC(C3)C2C1=O (centres undefined) | -2 | -1 | -4 | 10 | 11 | 6 | 9 | -2.0 | -5
Cc1cc(NC(=O)/C=C/c2ccccc2)c(C(C)C)cc1O | -8 | -2 | -17 | 3 | -5 | -2 | 2 | -2.7 | 5
O=c1cc(CO)oc(C(Nc2ccccn2)c2ccc(F)cc2)c1O (centres undefined) | 0 | 7 | 10 | -3 | 5 | -1 | 16 | -1.2 | 3
Cn1c(N)c(C(=O)COC(=O)c2cc(-c3ccco3)nc3ccccc23)c(=O)n(C)c1=O | -1 | 0 | 7 | 15 | -1 | 1 | 24 | 2.4 | 5

Structural class, the entries above containing a thiophene ring, fused or not (3)
SMILES | NR3A LBD binder | APJ ag | TIM10 inh | APJ antag | tim10-1 inh | MIN6 prolif | tim23-1 inh | MPTP block | NLRP3 yeast inh
N#CCCN1CCN(C2=NC(=O)/C(=C\c3cccs3)S2)CC1 | 0 | 1 | -13 | 13 | -3 | -3 | 11 | -1.5 | 9
O=C(c1ccc([N+](=O)[O-])s1)N1CCc2ccccc2C1 | 2 | 0 | 45* | -41 | 34 | -3 | 40 | -1.4 | 34
CCc1sc(C(=O)N2CCN(c3ncccn3)CC2)cc1Br | -1 | -1 | 19 | 14 | 5 | 4 | 13 | -1.6 | 30

The list continues.
SMILES | NR3A LBD binder | APJ ag | TIM10 inh | APJ antag | tim10-1 inh | MIN6 prolif | tim23-1 inh | MPTP block | NLRP3 yeast inh
CC(Oc1ccc2c3c(c(=O)oc2c1)CCC3)C(=O)NC1CCN(Cc2ccccc2)CC1 (centres undefined) | -1 | -5 | 18 | 15 | 11 | -2 | 13 | -1.3 | 14
CC(C)(Cc1cccc(CC(C)(C)C(=O)O)c1)C(=O)O | 6 | 7 | -4 | 12 | -2 | 1 | -1 | -0.8 | 4
CCOC(=O)c1cc(-c2ccccc2)n(CCC(=O)N2CCN(c3ccccn3)CC2)c1C | -3 | -1 | 12 | 2 | 21 | -4 | 22 | 1.1 | 1
O=S(=O)(c1ccc(NC(=S)Nc2ccccc2)cc1)N1CCOCC1 | 3 | -3 | 4 | -17 | 14 | -2 | 26 | 5.7 | 18
CCOc1ccc(-n2ccnc(SCC(=O)NC3CCCC3)c2=O)cc1 | 1 | -1 | -9 | -1 | 20 | -2 | 8 | -0.4 | 11
O=C(CCSc1nc2ccccc2s1)N/N=C/c1c(O)ccc2ccccc12 | 0 | 1 | 13 | -3 | 19 | -5 | -13 | 77* | 4
CC(C)CN(C(=O)CN1CCN(S(=O)(=O)c2ccccc2)CC1)c1c(N)n(CC(C)C)c(=O)[nH]c1=O | -2 | -2 | -22 | -3 | 12 | 0 | 2 | -1.9 | 5
Cc1ccc(C(=O)Nc2cc(=O)n(C)c(=O)n2C)o1 | 0 | -2 | -25 | -4 | 2 | -4 | -16 | 0.7 | 13
CN(C)CCN(C(=O)c1cc(Cl)sc1Cl)c1nc2ccc(F)cc2s1 | -7 | -5 | 5 | 9 | 8 | -2 | 7 | 2.3 | 1
Cc1nn(Cc2ccc(Cl)cc2)c(C)c1NC(=O)c1c(-c2ccccc2)noc1C | 0 | -5 | 28 | 11 | 43* | -3 | 30 | 0.4 | 4
CC(C)COc1cccc(C(=O)NNC(=O)C2COc3ccccc3O2)c1 (centres undefined) | 0 | 11 | 23 | 3 | 31 | -1 | 46 | 0.9 | 22
CC(C)Oc1ccccc1C1CC(=O)Nc2cc3c(cc21)OCO3 (centres undefined) | -2 | -1 | 11 | -5 | 8 | -5 | 29 | 15 | 16
CC12C(=O)N(c3nccs3)C(=O)C1C1C=CC2C1 (centres undefined) | 0 | -4 | -9 | 17 | -2 | -2 | 0 | -2.1 | 1
CC(=Nc1ccc(C)cc1C)c1sc2ccccc2c1O | -2 | -4 | 16 | 13 | 17 | -5 | 22 | 1.5 | 19
CC(C)(C)n1ncc2c(=O)n(CC(=O)NCc3ccc(F)cc3)cnc21 | 2 | -3 | -4 | -10 | -7 | -4 | 3 | -1.6 | 18
CC1(C)C(=O)OC(c2cccn2-c2ccc([N+](=O)[O-])cc2)C2(CCCCC2)C1=O (centres undefined) | 0 | -2 | -13 | -14 | 7 | -1 | -9 | -1.0 | -4
COCCN(CCOC)C(=S)Nc1ccccc1 | 0 | -1 | 16 | 2 | 12 | 0 | 5 | -0.1 | 9
CN(C(=S)NCCN1CCOCC1)C(c1ccccc1)c1ccccc1 | 0 | -3 | -10 | 8 | 4 | 0 | 0 | -2.1 | 10
Cc1cc(C(=O)OCC(=O)Nc2ccccc2)c(C)o1 | -6 | -2 | -13 | -15 | 10 | 0 | 2 | -0.2 | 7
Cc1ccc(Cl)cc1NC(=S)N1CCCCCC1 | 2 | -7 | 7 | 14 | 22 | 2 | 36 | 0.8 | 7
